# Assay outcomes (PubChem)
# FLuc modulator: qHTS profiling assay for firefly luciferase inhibitor/activator using purifed enzyme and Km concentrations of substrates (counterscreen for miR-21 project) | purified FLuc, Km substrates, luminescence inhibition | Luciferin 4-monooxygenase (Photinus pyralis), P08659 | 6.9% of 360,000 active | Potency, µM (titrated, usually from 57.5 µM), without a hit: at the highest dose activity change, negative = inhibition, most hits filed as inhibitors; active means well fitted inhibition curve with a large enough effect; inconclusive means small, poorly fitted or top-dose-only effect;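 further: plate controls were vehicle for no effect and reference inhibitor for full effect; nearly all actives have a fitted effect of over 55% in size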
# Target sequence (P08659 whole entry, looked up): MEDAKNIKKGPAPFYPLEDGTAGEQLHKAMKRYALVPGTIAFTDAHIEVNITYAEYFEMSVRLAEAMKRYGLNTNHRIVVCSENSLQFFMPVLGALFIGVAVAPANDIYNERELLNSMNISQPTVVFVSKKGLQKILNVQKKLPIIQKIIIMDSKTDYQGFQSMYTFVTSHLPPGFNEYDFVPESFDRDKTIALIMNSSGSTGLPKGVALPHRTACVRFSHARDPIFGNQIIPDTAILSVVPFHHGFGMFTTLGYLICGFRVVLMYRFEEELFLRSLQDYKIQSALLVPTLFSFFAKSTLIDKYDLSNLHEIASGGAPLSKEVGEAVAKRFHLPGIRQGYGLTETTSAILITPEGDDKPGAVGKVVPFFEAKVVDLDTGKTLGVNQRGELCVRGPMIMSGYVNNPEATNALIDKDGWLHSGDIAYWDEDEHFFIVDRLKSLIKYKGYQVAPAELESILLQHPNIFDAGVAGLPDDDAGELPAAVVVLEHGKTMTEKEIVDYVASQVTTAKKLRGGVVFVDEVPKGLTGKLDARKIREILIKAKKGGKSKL
#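 Biochemical qHTS of compounds, final roughly 60 µM downward over six points, against 10 nM purified firefly luciferase using Km concentrations of substrates (10 uM D-luciferin, 10 uM ATP) in Tris acetate pH 7.5 buffer; luminescence output.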
# An asterisk follows results filed as active; ? = inconclusive. Potency means the concentration at half of the fitted maximal effect. These rows are one share of the data; rates above refer to the full screens.
SMILES,FLuc modulator
O=C(CSc1nc2c([nH]c3ccccc32)c(=O)n1-c1ccccc1F)Nc1cccc(C(F)(F)F)c1,0%
COc1ccc(C2C=C(c3ccc(Cl)c(Cl)c3)Nc3ncnn32)cc1 (centres undefined),?
CCc1ccccc1NC(=O)N1CCOc2ccccc21,-9%
O=C(CSc1oc(-c2ccccc2)nc1S(=O)(=O)c1ccc(Cl)cc1)Nc1ccc(F)cc1,0%
CCOc1ccc(CCNC(=O)c2cnc3sc(N(CC)CC)nn3c2=O)cc1OCC,-6%
CCOC(=O)c1ccc(NC(=O)C2CCN(S(=O)(=O)c3ccc(C)cc3)CC2)cc1,-9%
CC1=C(C(=O)OCC2CCCCC2)C(c2ccc(Cl)cc2Cl)CC(=O)N1 (centres undefined),2%
CCC(C(=O)NC1CCCCC1)n1nc(C)c2sc3ccccc3c2c1=O (centres undefined),?
CCN(Cc1ccccc1)C(=O)Cn1cc(S(=O)(=O)Cc2cccc(Cl)c2)c2ccccc21,1%
Cc1cccc(C(=O)Nc2ccccc2SCc2cc(=O)c3cccc(C)c3[nH]2)c1,-13%
CCc1ccc(CNC(=O)c2cc(-c3ccc(Cl)s3)nc3ccccc23)cc1,1%
CCOc1ccc(CNC(=O)C2CCN(S(=O)(=O)c3c(C)noc3/C=C/c3ccc(C)cc3)CC2)cc1OC,0%
CCn1nc(C)c2c(-c3ccccc3)cc(=O)n(C(C)C(=O)NCCC(C)C)c21 (centres undefined),-14%
COc1ccc2c(C)c(CC(=O)NCCc3ccccc3)c(=O)oc2c1OC,1%
COc1ccc(-c2nc3ccccc3n2Cc2ccc(Cl)cc2)cc1,?
Cc1nn(C)c2c1c(C(F)(F)F)cc(=O)n2C(C)C(=O)N1CCN(c2ccccc2)CC1 (centres undefined),7%
COc1ccc(NC(=O)c2ccc3c(c2)c(C)c(C)n3Cc2ccc(F)cc2)cc1,-13%
COc1cc2[nH]c(=O)n(Cc3ccc(C(=O)N4CCN(c5ccc(Cl)cc5)CC4)cc3)c(=O)c2cc1OC,-9%
CCOC(=O)c1c(S(=O)(=O)N2CCC(C(=O)Nc3ccccc3OC)CC2)c(C)n(CC)c1C,2%
COc1ccc(NC(=O)[C@@H](c2ccccc2)N2Cc3ccccc3C2=O)cc1OC,4%
O=C(O)CC(NS(=O)(=O)c1ccc(Br)s1)c1ccccc1 (centres undefined),?
CCc1nc2ccc(C(=O)NCCc3ccc(OC)cc3OC)cc2nc1CC,-17%
CCN(CC)C(=O)C1=CC(c2ccc3c(c2)OCO3)=NS(=O)(=O)N1C,-11%
Cc1cccc(OCCSc2nc3ccc(NC(=O)COc4ccccc4)cc3s2)c1,-5%
Cc1ccc(C)c(CSc2nnc3[nH]c(=O)cc(-c4ccccc4)n23)c1,?
Cc1ccc(-n2nnnc2CNC(=O)C(C)C)cc1C,8%
CCOC(=O)C1CCN(C(c2ccc(C)cc2)c2sc3nc(-c4ccco4)nn3c2O)CC1 (centres undefined),-20%
Cc1ccc2nc(N3CCC(C(=O)N4CCN(c5cccc(C)c5C)CC4)CC3)[nH]c2c1,-19%
Cc1cccc(NC(=O)CSc2nc3c(c(=O)[nH]2)CN(Cc2ccc4c(c2)OCO4)CC3)c1C,2%
CCCCCCSc1nc(N)c2c3c(sc2n1)CCCC3C (centres undefined),?
Cc1cc(C)cc(NC(=O)c2nnn(Cc3cccc(Br)c3)c2N)c1,-4%
CCC(C)NC(=O)Cn1c(=O)n(CCCCCC(=O)NCc2ccccc2Cl)c(=O)c2sccc21 (centres undefined),-10%
CCCC(=O)OCc1cnc(C)c2oc(=O)c(C(=O)Nc3ccccc3)cc12,-3%
CCc1ccccc1NC(=O)C1CCCN(c2ncnc3onc(C)c23)C1 (centres undefined),-1%
COc1ccccc1N1CCN(CC(O)COc2ccc(Cl)c(C)c2)CC1 (centres undefined),-9%
Cc1ccsc1CCN1C(=O)N(c2ccc(F)cc2)C(=O)C1CC(=O)Nc1ccccc1 (centres undefined),-14%
Cc1cccc(-c2nn3c(=O)cc(CN4CCN(S(=O)(=O)c5ccc(Cl)cc5)CC4)nc3s2)c1,-9%
CC(=O)Nc1c(C(=O)Nc2ccccc2F)oc2ccccc12,-3%
COc1ccc(OC)c(S(=O)(=O)N2CCC(c3ccncc3)CC2)c1,-5%
CCc1ccc(NC(=O)c2sc3nc4c(cc3c2N)CN(CC)CC4)cc1,?
CC(C)(C)OC(=O)N1CCC(c2c(C(=O)NC3CCCCC3)cnn2-c2ccc(F)cc2F)CC1,-2%
CC(=O)c1cccc(Nc2nn(-c3ccc(OC(F)(F)F)cc3)nc2C(C)=O)c1,6µM*
COc1ccc(OC)c(NC(=O)Cn2cc(C(=O)c3ccc(Cl)cc3)c(=O)c3cc(OC)ccc32)c1,1%
COc1ccc2c(c1)c(=O)c(S(=O)(=O)c1ccc(C)cc1)cn2Cc1ccccc1C,-6%
COc1ccc(N(C(=O)c2cc(OC)c(OC)c(OC)c2)S(=O)(=O)c2ccc(C)cc2)cc1,-1%
Cc1cccc(NC(=O)CCCCCn2c(=O)[nH]c3ccsc3c2=O)c1,-14%
COc1cccc(-n2cc(C(=O)NCCc3ccc(C)cc3)c3ccccc3c2=O)c1,?
CCn1c(C(=O)N2CCC(C(=O)N3CCN(c4cccc(C)c4C)CC3)CC2)cc2sccc21,-13%
Cc1ccc(CN(Cc2cccn2-c2nnc(N3CCCC3=O)s2)C(=O)Nc2ccccc2Cl)cc1,-5%
COC(=O)c1c(NC(C)=O)c2c3c(sc2n1Cc1cc(C)ccc1C)CCCC3,-6%
COc1ccc(-n2ncc(C(=O)NCc3ccc4c(c3)OCO4)c2C2CCN(C(=O)OC(C)(C)C)CC2)cc1,-7%
CC(C)CCNC(=O)c1cnc2sc(N3CCCCCC3)nn2c1=O,-1%
Cn1c(=O)n(C)c2cc(N3CCOCC3)c(NC(=O)c3ccc(C(C)(C)C)cc3)cc21,3%
O=C(CCC1N=C2c3ccccc3N=C(SCc3cccc(F)c3)N2C1=O)NC1CCCCC1 (centres undefined),-5%
COc1ccccc1NC(=O)CSc1ncc2c(n1)-c1cc(Cl)ccc1N(C)S2(=O)=O,0%
COc1ccc(C(=O)CN2C(=O)N(c3cc(C)ccc3C)S(=O)(=O)c3ccccc32)cc1,0%
Cc1ccc(N(C)S(=O)(=O)c2c(-c3ccccc3)csc2C(=O)O)cc1,?
CCCC(=O)NCC(c1ccc2c(c1)OCO2)N1CCN(c2ccccc2)CC1 (centres undefined),-2%
O=C(c1ccc2c(c1)N(Cc1ccccc1)C(=O)c1ccccc1S2(=O)=O)N1CCN(c2ccccn2)CC1,0%
COc1cc(C2NC(=O)N(C)C3=C2C(=O)N(c2cccc(Cl)c2)C3)ccc1O (centres undefined),5%

# Retrieved by structure from the entries so far (two):
SMILES,FLuc modulator
Cc1ccc(CN(Cc2cccn2-c2nnc(N3CCCC3=O)s2)C(=O)Nc2ccccc2Cl)cc1,-5%
CC(C)CCNC(=O)c1cnc2sc(N3CCCCCC3)nn2c1=O,-1%

# Following part:
SMILES,FLuc modulator
O=C1COc2ccc(-c3cc(-c4ccc(Cl)cc4)c4c(n3)-c3ccccc3OC4)cc2N1,-3%
CCN(CC)c1ccc(NC(=O)CN2C(=O)c3cccnc3Oc3ccccc32)c(C)c1,-8%
CCOc1ccc(N(Cc2cc3cc(C)ccc3[nH]c2=O)C(=O)c2cccc(Cl)c2)cc1,4%
COc1ccc(-c2c(C)c3ccc(O)c(CN4CCCC(C)C4)c3oc2=O)cc1OC (centres undefined),-5%
CCCC1=Nc2cc(C(=O)NCCc3ccc(OCC)cc3)ccc2Sc2ccccc21,0%
CCc1ccc(NCc2cc3cc(OC)c(OC)cc3n(CC(=O)Nc3ccc(F)cc3)c2=O)cc1,0%
COc1ccc(-n2cc(C(=O)OCc3ccc(Cl)cc3)c3ccccc3c2=O)cc1,-1%
COc1ccc(NC(=O)c2c(-c3ccc(C)cc3)nnc3ccccc23)c(OC)c1,-12%
Cc1ccc(Cl)cc1N1CCN(C(=O)Cn2cnc3nc4c(cc3c2=O)CCCC4)CC1,?
CC(=O)c1c(C)n(-c2ccc(C)cc2)c2ccc(OC(=O)COc3ccccc3)cc12,0%
COc1ccc(CCNC(=O)CSc2n[nH]c(-c3ccccc3Cl)n2)cc1OC,-12%
Cc1ccc(Cl)cc1NC(=O)CN(C)S(=O)(=O)c1ccc2c(c1)n(C)c(=O)c(=O)n2C,3%
Cc1sc2c(c1C)c(=O)n(Cc1ccccc1)c(=O)n2CC(=O)N(C)c1ccccc1,1%
COc1ccc(Br)cc1C(=O)Nc1ccc(-c2nc3ncccc3o2)cc1C,1%
CS(=O)(=O)N1CCc2cc(C(=O)Nc3ccc(C(F)(F)F)cc3)ccc21,-2%
O=C(NC1CC(=O)N(c2ccccc2)C1)c1ccc(S(=O)(=O)N2CCOCC2)cc1 (centres undefined),-4%
CCOC(=O)C1CCC(CN(Cc2ccc(Cl)cc2)S(=O)(=O)c2cc(Cl)cc(Cl)c2)CC1 (centres undefined),-2%
O=C(CC1C(=O)OCCN1Cc1ccccc1)Nc1cccc(Cl)c1 (centres undefined),3%
Cc1ccc(Cl)cc1NC(=O)Cn1c(SCC(=O)NCc2ccccc2)nc2ccccc21,7%
Cc1cc2c(cc1S(=O)(=O)N(C)CC(=O)Nc1ccc(C#N)cc1)OCC(=O)N2,1%
Cc1cccc(C)c1Nc1c(-c2ccccn2)nc2ccc(Cl)cn12,-1%
O=C1CCSc2ccc(S(=O)(=O)Nc3ccc(Cl)c(C(F)(F)F)c3)cc2N1,?
CCN(CC)c1ccc(NC(=O)C2CCN(S(=O)(=O)c3cnc[nH]3)CC2)c(C)c1,-8%
CCc1c(C)sc(NC(=O)c2cc3nc(-c4ccc(OC)cc4)cc(C(F)(F)F)n3n2)c1C(=O)OC,0%
O=C(NC1(C(F)(F)F)C(=O)Nc2c1c(=O)[nH]c(=O)n2-c1ccc(F)cc1)c1ccccc1 (centres undefined),3%
CCOc1cccc(CNC(=O)c2ccc(N3CCCC3)c(NC(=O)NCc3ccc(F)cc3)c2)c1,1%
Cc1cc(Nc2ccc(F)cc2)n2c(nc3ccccc32)c1C#N,-1%
CN(C)c1ccc(NC(=O)CN2CCN(CC(=O)Nc3ccc(Br)cc3)CC2)cc1,-15%
COc1ccccc1-c1cc(C(=O)NCc2ccccc2)c2c(-c3ccc(C)cc3)[nH]nc2n1,-7%
CCOC(=O)c1ccc(NC(=O)C(CC)Sc2nc3ncccc3[nH]2)cc1 (centres undefined),-1%
CCOC(=O)c1c(NC(=O)c2ccccc2Cl)sc2c1CCCC2,-7%
COc1ccc(Cn2ccc3nc(C)c(C(=O)N4CCN(c5cc(C)ccc5C)CC4)cc3c2=O)cc1,6%
CCOC(=O)c1c(NC(=O)c2ccc(C)c(C)c2)sc2c1CCCCC2,0%
Cc1ccc(C)c(NC(=O)NCc2ccc3c(c2)CCN3C(=O)c2ccccc2)c1,-6%
O=C(Nc1ccc(OC(F)(F)F)cc1)c1cc2c(=O)n3ccccc3nc2s1,1%
Cc1cc(C)c(NC(=O)CN2C(=O)c3cccnc3Sc3ccccc32)c(C)c1,-18%
CC(C)N(C(=O)c1cc2c(Cl)nc3ccccc3c2s1)C1CCCCC1,-12%
CCOc1ccc(-c2nc(-c3ccccc3)c(-c3ccccc3)[nH]2)cc1OCC,5%
COc1cc(NC(=O)CN(c2ccc(C)cc2)S(=O)(=O)c2cccc3nonc23)cc(OC)c1,-11%
Cc1ccc2c(CC(=O)Nc3cccc(Cl)c3C)coc2c1,-3%

# As a short view, part of the list above.
SMILES,FLuc modulator
O=C1CCSc2ccc(S(=O)(=O)Nc3ccc(Cl)c(C(F)(F)F)c3)cc2N1,?
CCN(CC)c1ccc(NC(=O)C2CCN(S(=O)(=O)c3cnc[nH]3)CC2)c(C)c1,-8%
CCc1c(C)sc(NC(=O)c2cc3nc(-c4ccc(OC)cc4)cc(C(F)(F)F)n3n2)c1C(=O)OC,0%
O=C(NC1(C(F)(F)F)C(=O)Nc2c1c(=O)[nH]c(=O)n2-c1ccc(F)cc1)c1ccccc1 (centres undefined),3%
CCOc1cccc(CNC(=O)c2ccc(N3CCCC3)c(NC(=O)NCc3ccc(F)cc3)c2)c1,1%
Cc1cc(Nc2ccc(F)cc2)n2c(nc3ccccc32)c1C#N,-1%
CN(C)c1ccc(NC(=O)CN2CCN(CC(=O)Nc3ccc(Br)cc3)CC2)cc1,-15%
COc1ccccc1-c1cc(C(=O)NCc2ccccc2)c2c(-c3ccc(C)cc3)[nH]nc2n1,-7%
CCOC(=O)c1ccc(NC(=O)C(CC)Sc2nc3ncccc3[nH]2)cc1 (centres undefined),-1%
CCOC(=O)c1c(NC(=O)c2ccccc2Cl)sc2c1CCCC2,-7%
COc1ccc(Cn2ccc3nc(C)c(C(=O)N4CCN(c5cc(C)ccc5C)CC4)cc3c2=O)cc1,6%
CCOC(=O)c1c(NC(=O)c2ccc(C)c(C)c2)sc2c1CCCCC2,0%
Cc1ccc(C)c(NC(=O)NCc2ccc3c(c2)CCN3C(=O)c2ccccc2)c1,-6%
O=C(Nc1ccc(OC(F)(F)F)cc1)c1cc2c(=O)n3ccccc3nc2s1,1%
Cc1cc(C)c(NC(=O)CN2C(=O)c3cccnc3Sc3ccccc32)c(C)c1,-18%
CC(C)N(C(=O)c1cc2c(Cl)nc3ccccc3c2s1)C1CCCCC1,-12%
CCOc1ccc(-c2nc(-c3ccccc3)c(-c3ccccc3)[nH]2)cc1OCC,5%
COc1cc(NC(=O)CN(c2ccc(C)cc2)S(=O)(=O)c2cccc3nonc23)cc(OC)c1,-11%
Cc1ccc2c(CC(=O)Nc3cccc(Cl)c3C)coc2c1,-3%

# Additional records.
SMILES,FLuc modulator
CCCC(=O)Nc1ccc2nc(SCc3ccc(C)cc3)sc2c1,3%
COc1ccc(-c2nc(C(N)=O)c3c(n2)n(-c2ccccc2OC)c(=O)n3C)c(OC)c1,-1%
Oc1cccc(C(Nc2ccccn2)c2ccc3cccnc3c2O)c1Cl (centres undefined),-10%
Cc1cccc(C(=O)Nc2nc(-c3ccc(Br)cc3)ns2)c1,1%
CCn1c2ccccc2c2nnc(N3CCN(c4cc(C)ccc4C)CC3)nc21,-3%
